AI-2 QS mod: Vibrio harveyi AI-2 quorum sensing modulation | Vibrio harveyi JMH597 AI-2 luminescence/OD600 ratio, 9 h; active compounds read low; strain lacks LuxN and CqsS sensors; 0 = neutral-control median | activity change, % at 7.5 µM | 0.4% of 300,000 active | AID 2094; in the data active = activity change below about -75%, passing the limit was not always enough; inconclusive = no clear call, values can overlap the other calls;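 also: luminescence divided by OD600 gain over 9 h not by final OD600 alone; inactives centre near 13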
GSK3beta inhib: inhibitors of human GSK3beta kinase | P49841 | GST-GSK3beta kinase, ADP-Glo luminescence, 60 min; active compounds read low | activity score (negative = inhibition), % at 10 µM | 0.038% of 300,000 active | AID 2097;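 active = more than half of replicate wells score below -50%, meaning over 50% inhibition versus plate controls; inconclusive = some replicates but at most half score below -50%; inactive = no replicate scores below -50%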;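 also: 0% = median DMSO wells and -100% = median GW8510 positive control wells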
Target sequence (P49841 whole entry, looked up): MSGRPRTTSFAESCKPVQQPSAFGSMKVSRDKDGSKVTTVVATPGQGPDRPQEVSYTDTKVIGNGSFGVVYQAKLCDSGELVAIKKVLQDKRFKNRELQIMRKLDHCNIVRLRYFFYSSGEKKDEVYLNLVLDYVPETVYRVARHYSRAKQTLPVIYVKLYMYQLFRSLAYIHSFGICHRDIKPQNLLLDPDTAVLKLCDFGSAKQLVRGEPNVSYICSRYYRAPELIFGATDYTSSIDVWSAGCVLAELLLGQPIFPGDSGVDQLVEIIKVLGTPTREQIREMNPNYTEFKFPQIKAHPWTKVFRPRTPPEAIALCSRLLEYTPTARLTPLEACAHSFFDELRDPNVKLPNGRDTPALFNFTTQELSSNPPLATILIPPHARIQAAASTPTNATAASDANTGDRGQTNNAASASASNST
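Assay system: GST-fused GSK3beta enzyme, cell-free / Medium: Tris pH 7.5 buffer with MgCl2, DTT, BSA, heparin / Also added: peptide substrate plus 25 µM ATP (final) / Compound: 10 µM single point / Timing: kinase reaction with compound 60 min at room temperature / Detection: ADP-Glo luminescence / Benchmarks: DMSO neutral wells and GW8510 at 20 µM as positive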
HSF1 activator: increases HSF-1 driven luciferase reporter signal. NIH3T3-HGL HSF-1 luciferase reporter, MG132, 8 h; 100% = twice DMSO control signal. activation, % at 9 µM. 1.7% of 300,000 active;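 active = mean replicate activation of at least 50% with a set share of replicates each reaching 50%; inconclusive = only one of those two conditions met; inactive = mean below 50% and too few replicates reaching it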;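 also: 0% = median of the neutral control wells and 100% = twice that signal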
HSP90 refold inh: blocks HSP90-mediated luciferase refolding in reticulocyte lysate. inhibition, % at 5.6 µM. 0.91% of 290,000 active. AID 1789. Rabbit reticulocyte lysate, luciferase refolding luminescence, 3 h;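 active = inhibition above the screen-wide mean plus 3 SD, computed separately per campaign, cut at about 16% in these data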;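 also: 0% = DMSO wells and 100% = 60 µM geldanamycin wells; inhibitors lower the luminescence because luciferase stays unfolded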
PolyA inh: inhibitors of polyadenylation in S. cerevisiae; S. cerevisiae SKY197-pL101 polyadenylation reporter, beta-gal luminescence; efflux-impaired pdr1/pdr3 knockout yeast; score 100 = 6 SD above DMSO; calls only at 12 µM; 0.02% of 300,000 active;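 active = lowest replicate activity score at least 50, where 100 means six control SD above control mean; inconclusive = lowest score under 50 but half or more replicates reach 50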;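 also: yeast exposed to compound for 9 h at 30 °C; higher score means more reporter readthrough which indicates perturbed polyadenylation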
IEC-6 cytotox: counter-screen for KLF5 inhibitors: cytotoxicity in IEC-6 cells; IEC-6 cytotoxicity, luminescence viability; inhibition, % at 5 µM; 0.78% of 290,000 active; in the data active = inhibition above about 22%;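 also: 0% = plate median of test compound wells and 100% = cytotoxic reference compound wells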
aSyn 5UTR inh: 5' untranslated region of α-synuclein, MLPCN primary screen; alpha-synuclein 5'UTR reporter, inhibitor activity; inhibition, % (tested at 7.5 µM); 0.82% of 300,000 active; AID 1813; in the data active = inhibition above about 60%; inconclusive = no clear call, values can overlap the other calls;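 also: H4 neuroglioblastoma cells stably carrying SNCA 5'UTR luciferase fusion; 0% = DMSO wells and 100% = positive control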
KLF5 inhibitor: kruppel-like factor 5 inhibition; DLD-1 KLF5 promoter-luciferase reporter, luminescence; inhibition, % at 5 µM; 0.23% of 290,000 active;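 active = inhibition above a per-plate limit of that plate's mean compound inhibition plus 3 SD, cut at about 60% in these data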;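 also: 0% = DMSO wells and 100% = LY294002 at 200 µM; higher means less KLF5 promoter-driven luciferase light; inactives centre near -14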
HSF1 inh: HSF1 inhibition. NIH3T3-HGL HSE-luciferase, MG132-induced, luminescence 8 h; active compounds read low. 0.77% of 300,000 active. activity change, negative = inhibition, % at 7.5 µM (by protocol);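 active = more than half of replicate wells show activity change below -50%, luminescence cut by over half; inconclusive = some wells, but at most half, below -50%; inactive = no replicate well below -50%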;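 also: luciferase reports HSF-1 transcriptional activity via heat shock element; 0% = median of DMSO wells and -100% = zero luminescence signal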
GSK3A inh: inhibitors of human GSK-3 alpha kinase. P49840. ADP-Glo luminescence, 60 min. inhibition, % at 10 µM. 0.1% of 320,000 active. AID 2650;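 in the data active = inhibition above about 50%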;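 also: GST-tagged GSK-3 alpha with peptide substrate and 25 µM ATP; 0% = DMSO neutral wells and 100% = GW8510 positive control wells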
Target sequence (P49840 whole entry, looked up): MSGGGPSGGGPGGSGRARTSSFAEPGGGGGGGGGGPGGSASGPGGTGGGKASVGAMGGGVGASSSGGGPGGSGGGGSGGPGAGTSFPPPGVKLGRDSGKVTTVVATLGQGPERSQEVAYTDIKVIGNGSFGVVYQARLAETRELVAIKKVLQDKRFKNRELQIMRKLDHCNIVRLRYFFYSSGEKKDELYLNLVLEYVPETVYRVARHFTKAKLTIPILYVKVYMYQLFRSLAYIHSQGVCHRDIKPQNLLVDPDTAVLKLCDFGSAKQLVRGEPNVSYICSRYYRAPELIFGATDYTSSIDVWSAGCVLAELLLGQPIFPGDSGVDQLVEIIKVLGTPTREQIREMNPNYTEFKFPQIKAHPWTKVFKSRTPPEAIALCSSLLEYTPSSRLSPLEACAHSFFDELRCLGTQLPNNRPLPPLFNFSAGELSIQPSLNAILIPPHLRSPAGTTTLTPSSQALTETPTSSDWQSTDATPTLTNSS
* hit, by the source's call; i = inactive; u = inconclusive; x = not tested or not shown. Some of the compounds tested; the hit share may differ from the screen's.

Key to letters – A = AI-2 QS mod; B = GSK3beta inhib; C = HSF1 activator; D = HSP90 refold inh; E = PolyA inh; F = IEC-6 cytotox; G = aSyn 5UTR inh; H = KLF5 inhibitor; I = HSF1 inh; J = GSK3A inh
SMILES: COc1ccccc1OCC(=O)Nc1ccc(S(=O)(=O)Nc2onc(C)c2C)cc1
  A: 9	B: 2	C: -1	D: -1	E: i	F: -6	G: 16	H: -21	I: -2	J: -3

SMILES: O=C(NCCc1ccccc1)C(=O)NCC1OCCCN1S(=O)(=O)c1ccc(F)cc1 (stereo unspecified)
  A: 20	B: 0	C: -1	D: 0	E: i	F: -2	G: 5	H: 10	I: -5	J: -3

SMILES: CC1CCC2C(=O)N(c3ccc(C(=O)NCc4ccccc4)cc3)C(=O)C2C1 (stereo unspecified)
  A: 13	B: 1	C: -9	D: 2	E: i	F: -4	G: 1	H: -29	I: 1	J: -2

SMILES: N=c1oc2ccccc2cc1C(=O)N/N=C/c1ccccc1
  A: 19	B: -1	C: 22	D: -5	E: i	F: 7	G: -27	H: -41	I: 8	J: 2

SMILES: CCOC(=O)c1cc2sccc2n1Cc1ccccc1
  A: 8	B: 2	C: -7	D: 1	E: i	F: 3	G: 22	H: -16	I: 2	J: -1

SMILES: CC(C)(O)C(=O)NN(Cc1ccccc1)c1ccccc1
  A: -1	B: 0	C: 9	D: 0	E: i	F: -6	G: -2	H: -3	I: -2	J: -2

SMILES: O=C(Nc1nccs1)c1ccc(CSc2ccccc2)o1
  A: 26	B: -1	C: 63*	D: -3	E: i	F: -5	G: -126	H: -144	I: 50	J: -2

SMILES: Cc1[nH]nc2c1C(c1cccs1)C1=C(CC(C)(C)CC1=O)N2 (stereo unspecified)
  A: 10	B: -82*	C: -8	D: 5	E: i	F: -10	G: 19	H: -18	I: -2	J: 99*

SMILES: COc1ccc(Nc2nc(-c3sc(C)nc3C)cs2)c(OC)c1
  A: -14	B: 0	C: 17	D: 11	E: i	F: 60*	G: -124	H: 12	I: -7	J: 8

SMILES: CCN(CC)CCCNC(=S)N(Cc1cccnc1)Cc1cc2cc(C)cc(C)c2[nH]c1=O
  A: 16	B: 2	C: 0	D: 0	E: i	F: 4	G: -21	H: -25	I: -3	J: 0

SMILES: CCOC(=O)C1=C2N(C)c3ccccc3N2CCC1=O
  A: x	B: x	C: x	D: -3	E: x	F: -5	G: x	H: -16	I: x	J: 2

SMILES: COc1ccc(Cl)cc1C(=O)NCCCN1CCOCC1
  A: 13	B: -2	C: -10	D: -1	E: i	F: -12	G: 9	H: -12	I: -7	J: -2

SMILES: O=C(Cn1cc2c(n1)CCCC2)Nc1cc(-c2cccc(Cl)c2)no1
  A: -38	B: 4	C: 49	D: 0	E: i	F: 2	G: -52	H: -16	I: 27	J: x

SMILES: CCCn1c2c(c(O)c(C(=O)Nc3ccccc3)c1=O)CCCC2
  A: 9	B: -4	C: 1	D: -2	E: i	F: -2	G: -24	H: -21	I: 4	J: 0

SMILES: CCOc1ccc(C(=O)Nc2ccc(C(=O)N3CCOCC3)cc2)c(OCC)c1
  A: 32	B: 1	C: -16	D: -3	E: i	F: -3	G: 31	H: -8	I: -6	J: -1

SMILES: CCn1c(=O)c2cc(C(=O)N(C)c3ccc(OC)cc3OC)sc2c2ccccc21
  A: 30	B: 1	C: 3	D: 23*	E: i	F: -2	G: 33	H: -4	I: 6	J: -2

SMILES: Cc1ccc(NC(=O)c2ccc(CSc3nnc(C)s3)cc2)cc1
  A: 5	B: 1	C: u	D: 2	E: i	F: -1	G: -75	H: -152	I: 15	J: x

SMILES: CC(C)(C)c1ccccc1OCCN1CCCC1
  A: 27	B: 7	C: -10	D: 5	E: i	F: -2	G: 9	H: -29	I: -8	J: -3

SMILES: CCC(C)(C)n1nnnc1C(c1cccnc1)N1CCCC(C)C1 (stereo unspecified)
  A: 10	B: 2	C: 8	D: -1	E: i	F: -2	G: -3	H: 2	I: -2	J: 0

SMILES: O=S(=O)(c1cccs1)N1CCCc2ccccc21
  A: -8	B: -2	C: -1	D: -1	E: i	F: 2	G: 11	H: -17	I: -1	J: -2

Arranged by count of non-hydrogen atoms (lowest first): ten of the compounds above
Key to letters – A = AI-2 QS mod; B = GSK3beta inhib; C = HSF1 activator; D = HSP90 refold inh; E = PolyA inh; F = IEC-6 cytotox; G = aSyn 5UTR inh; H = KLF5 inhibitor; I = HSF1 inh; J = GSK3A inh
SMILES: O=S(=O)(c1cccs1)N1CCCc2ccccc21
  A: -8	B: -2	C: -1	D: -1	E: i	F: 2	G: 11	H: -17	I: -1	J: -2

SMILES: CCOC(=O)C1=C2N(C)c3ccccc3N2CCC1=O
  A: x	B: x	C: x	D: -3	E: x	F: -5	G: x	H: -16	I: x	J: 2

SMILES: COc1ccc(Cl)cc1C(=O)NCCCN1CCOCC1
  A: 13	B: -2	C: -10	D: -1	E: i	F: -12	G: 9	H: -12	I: -7	J: -2

SMILES: Cc1[nH]nc2c1C(c1cccs1)C1=C(CC(C)(C)CC1=O)N2 (stereo unspecified)
  A: 10	B: -82*	C: -8	D: 5	E: i	F: -10	G: 19	H: -18	I: -2	J: 99*

SMILES: COc1ccc(Nc2nc(-c3sc(C)nc3C)cs2)c(OC)c1
  A: -14	B: 0	C: 17	D: 11	E: i	F: 60*	G: -124	H: 12	I: -7	J: 8

SMILES: CCC(C)(C)n1nnnc1C(c1cccnc1)N1CCCC(C)C1 (stereo unspecified)
  A: 10	B: 2	C: 8	D: -1	E: i	F: -2	G: -3	H: 2	I: -2	J: 0

SMILES: O=C(Cn1cc2c(n1)CCCC2)Nc1cc(-c2cccc(Cl)c2)no1
  A: -38	B: 4	C: 49	D: 0	E: i	F: 2	G: -52	H: -16	I: 27	J: x

SMILES: CCOc1ccc(C(=O)Nc2ccc(C(=O)N3CCOCC3)cc2)c(OCC)c1
  A: 32	B: 1	C: -16	D: -3	E: i	F: -3	G: 31	H: -8	I: -6	J: -1

SMILES: CCn1c(=O)c2cc(C(=O)N(C)c3ccc(OC)cc3OC)sc2c2ccccc21
  A: 30	B: 1	C: 3	D: 23*	E: i	F: -2	G: 33	H: -4	I: 6	J: -2

SMILES: CCN(CC)CCCNC(=S)N(Cc1cccnc1)Cc1cc2cc(C)cc(C)c2[nH]c1=O
  A: 16	B: 2	C: 0	D: 0	E: i	F: 4	G: -21	H: -25	I: -3	J: 0

(listing goes on)
Key to letters – A = AI-2 QS mod; B = GSK3beta inhib; C = HSF1 activator; D = HSP90 refold inh; E = PolyA inh; F = IEC-6 cytotox; G = aSyn 5UTR inh; H = KLF5 inhibitor; I = HSF1 inh; J = GSK3A inh
SMILES: CN(C)c1ccc(P(=O)(OC2CCCCC2)C(O)c2cccnc2)cc1 (stereo unspecified)
  A: 10	B: 0	C: 22	D: 2	E: i	F: -5	G: 26	H: -5	I: 2	J: 0

SMILES: O=C(CC(=O)N/N=C\c1ccc([N+](=O)[O-])cc1)NCCc1ccccc1
  A: 30	B: -4	C: 7	D: -2	E: i	F: 5	G: 34	H: -31	I: 9	J: 0

SMILES: CCn1nc(C(=O)OCC(=O)N2CC(=O)Nc3ccccc32)c2ccccc2c1=O
  A: 20	B: 1	C: -8	D: -1	E: i	F: 4	G: 2	H: -9	I: 4	J: 7

SMILES: COc1cccc(C(=O)c2c(C)c(CCC#N)n3ccccc23)c1
  A: 16	B: 0	C: 11	D: 0	E: i	F: 0	G: -19	H: -39	I: 3	J: 10

SMILES: COc1ccc(OC)c(-c2csc(NC(=O)C3=NN(c4ccccc4)C(=O)CC3)n2)c1
  A: 2	B: 0	C: u	D: -2	E: i	F: -6	G: -129	H: -16	I: 22	J: -5

SMILES: O=Cc1ccc(-c2cccc(C(=O)O)c2)o1
  A: 5	B: 5	C: -17	D: -2	E: i	F: -6	G: -32	H: -36	I: 7	J: -1

Screening data (PubChem)
